EPAC2 antag – EPAC2 (human) antagonism. Q8WZA2. EPAC2 GEF exchange of Rap1B-BODIPY-GDP, fluorescence. Potency, µM (titrated, usually from 114 µM), for the others: at the top dose activity, negative = inhibition, most hits filed as inhibitors. actives 0.18% (n = 360,000); note: % is set by controls: 0 for no effect and ±100 for the full control effect; nearly all actives have a fitted effect of over 45% in size; many of its hits are not listed in these tables
Target sequence (Q8WZA2 whole entry, looked up): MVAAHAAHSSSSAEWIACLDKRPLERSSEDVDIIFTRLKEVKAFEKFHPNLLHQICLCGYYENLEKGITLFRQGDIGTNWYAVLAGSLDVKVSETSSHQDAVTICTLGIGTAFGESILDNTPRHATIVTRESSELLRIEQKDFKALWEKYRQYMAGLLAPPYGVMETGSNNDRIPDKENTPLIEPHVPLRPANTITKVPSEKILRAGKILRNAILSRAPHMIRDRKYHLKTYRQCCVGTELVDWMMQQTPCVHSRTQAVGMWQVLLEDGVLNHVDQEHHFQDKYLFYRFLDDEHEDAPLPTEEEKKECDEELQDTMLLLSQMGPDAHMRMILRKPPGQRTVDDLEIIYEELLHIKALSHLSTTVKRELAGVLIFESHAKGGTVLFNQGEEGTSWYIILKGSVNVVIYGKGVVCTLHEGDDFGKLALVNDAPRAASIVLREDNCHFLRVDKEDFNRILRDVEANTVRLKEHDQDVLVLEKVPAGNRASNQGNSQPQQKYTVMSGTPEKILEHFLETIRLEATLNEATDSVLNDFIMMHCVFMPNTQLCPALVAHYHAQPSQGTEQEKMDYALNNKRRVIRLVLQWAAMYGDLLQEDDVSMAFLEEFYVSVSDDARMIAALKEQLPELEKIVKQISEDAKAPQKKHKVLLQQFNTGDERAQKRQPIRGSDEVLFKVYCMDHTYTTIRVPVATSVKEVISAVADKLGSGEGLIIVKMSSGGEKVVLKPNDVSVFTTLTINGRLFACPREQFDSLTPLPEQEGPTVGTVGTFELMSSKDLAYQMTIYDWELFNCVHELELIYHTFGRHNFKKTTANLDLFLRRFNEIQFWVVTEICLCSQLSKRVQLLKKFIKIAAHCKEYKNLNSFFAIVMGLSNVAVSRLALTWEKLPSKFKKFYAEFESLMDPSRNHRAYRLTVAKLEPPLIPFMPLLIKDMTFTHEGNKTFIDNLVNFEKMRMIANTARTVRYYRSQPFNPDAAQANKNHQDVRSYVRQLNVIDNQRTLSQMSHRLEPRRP
ATXN2 expr inh – reduces ATXN2 reporter expression in HEK-293 cells. HEK-293 ATXN2-luciferase reporter, luminescence, 24 h. Potency, µM (titrated, usually from 57 µM), for the others: at the highest dose activity change, negative = inhibition, most hits filed as inhibitors. actives 0.72% (n = 360,000); note: % is set by controls: 0 for no effect and ±100 for the full control effect; nearly all actives have a fitted effect of over 55% in size
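qHTS (up to 57 uM final) was run with 24 h compound exposure of reporter cells at 37 °C. Each well was multiplexed: SteadyGlo luminescence measured ATXN2-luciferase expression after a fluorogenic Gly-Phe-AFC viability readout (25 uM final).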
TGFb inhibitor – blocks TGF-b signaling; Potency, µM (highest dose often 46.1 µM), inactives show at the highest dose activity, negative = inhibition, actives largely listed as inhibitors; HepG2 CAGA-GFP TGF-b/SMAD3 reporter, GFP fluorescence, 18 h; TGF-beta stimulated, 500 pg/mL final; actives 1.2% (n = 410,000); note: % is set by controls: 0 for no effect and ±100 for the full control effect; nearly all actives have a fitted effect of over 65% in size
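First, reporter cells (HEPG2 CAGA-GFP) rested 2 h at 37 degrees C. Next, compounds were pinned in and TGF-beta added to 500 pg/mL final. After 18 h, GFP was imaged per cell and summed per well.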
Nrf2 inh – blocks Nrf2 signaling; A549 ARE-Fluc reporter, luciferase luminescence, 18-24 h; Potency, µM (series often up to 46 µM), without a hit: at the highest dose activity change, negative = inhibition, hits mostly inhibitors; actives 2.1% (n = 360,000); note: % is set by controls: 0 for no effect and ±100 for the full control effect; nearly all actives have a fitted effect of over 60% in size
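A549 ARE_Fluc cells, 5000/well, 5% FBS OPTI-MEM; compounds in dose-response, 18-24 h at 37 °C/5% CO2; CellTiter-Fluor viability read (Ex 405/Em 525), then BugLite luciferase luminescence = Nrf2 activity.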
MCF10A rereplic – DNA re-replication induction in MCF 10a cells; MCF 10A DNA re-replication, Hoechst nuclear intensity, 48 h; Potency, µM (top dose mostly 46.1 µM), for inactives: at the highest dose activity, positive = re-replication, actives largely listed as activators; actives 2.9% (n = 350,000); AID 624296; note: % of control where 0% means no effect; nearly all actives have a fitted effect of over 50% in size
HepG2 tox – kills HepG2 cells in TGF-b inhibitor counter-screen | HepG2 CAGA-GFP viability, ATP luminescence, 18 h | Potency, µM (highest dose often 46.1 µM), inactives show at the highest dose activity change, negative = cytotoxicity, usual class: cytotoxic | actives 0.76% (n = 410,000) | AID 588856; note: some results filed as inactive show a strong effect at the top dose
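HepG2 CAGA-GFP cells (1000/well, DMEM with 1% FBS) received compound, then TGF-beta at 500 pg/mL final, and were incubated 18 hours at 37 degrees C. Viability was read by CellTiter-Glo luminescence. Media-only wells were set as complete cell-killing and DMSO as no toxicity.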
A549 viability – A549 cytotoxicity, counter-screen for Nrf2 inhibitors. A549 ARE-Fluc cells, CellTiter-Fluor viability, 18-24 h. Potency, µM (top dose mostly 46 µM), for the others: top-dose activity change, negative = cytotoxicity, most hits filed as inhibitors. actives 0.16% (n = 390,000); note: % is set by controls: 0 for no effect and ±100 for the full control effect
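A549 ARE-Fluc cells in 5% FBS OPTI-MEM, 5000 cells/well, rested 2 h then exposed to compounds in concentration-response for 18-24 h at 37 °C. Viability by CellTiter-Fluor fluorescence (Ex 405/Em 525) after 30 min; luciferase luminescence (BugLite, 15 min, RT) read afterwards.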
S2 tox – reduces viability in counter-screen for ATXN expression inhibitors. S2 cells (HEK-293 line with an ATXN2-luciferase reporter) viability, CellTiter-Fluor protease fluorescence, 24 h. Potency, µM (titrated, usually from 56.7 µM), most hits filed as cytotoxic. actives 0.49% (n = 400,000). AID 651635; note: nearly all actives have a fitted effect of over 40% in size
Nrf2 activator – activators of Nrf2 (ARE) signaling; Potency, µM (series often up to 46.1 µM), without a hit: top-dose activation, usual class: activators; AREc32 ARE-luciferase reporter (MCF7-derived line), luminescence, 24 h; AID 624171; actives 0.31% (n = 410,000); note: % of control where 0% means no effect; nearly all actives have a fitted effect of over 65% in size
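AREc32 cells carrying an ARE-driven firefly luciferase, 1000 cells/well in OPTI-MEM with 5% FBS, dosed after overnight attachment and incubated 24 hr at 37 deg C. Steady-Glo luminescence read after 30 min at RT.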
The depositor's hits bear a star; i = inactive; ? = inconclusive; / = no result given; & = joins results of further samples; [ ] = another dose, or the depositor's remark. Calls come from the whole dose curve; as a rule, active = well fitted curve in the direction sought with a large enough effect; inconclusive = small, poorly fitted or top-dose-only effect, or another doubt; inactive = no such curve, though single readings can be large; an effect the other way counts as inactive or inconclusive. Potency is the fitted concentration of half-maximal effect.

SMILES	EPAC2 antag	ATXN2 expr inh	TGFb inhibitor	Nrf2 inh	MCF10A rereplic	HepG2 tox	A549 viability	S2 tox	Nrf2 activator
COc1ccc(CCc2cc(OC)c(OC)c(OC)c2)cc1	-12%	-6%	?	3%	1.8µM*	-9%	-6%	i	-0.1%
Cc1ccc(NC(=O)C(Cc2ccccc2)NC(=O)c2ccco2)cc1 (stereo not drawn)	4%	-22%	-12%	?	-8%	-75%	4%[1.84 µM]	i	0.0%
COc1cccc(NS(=O)(=O)c2ccc(NC(C)=O)cc2)c1	7%	3%	3%	?	4%	-12%	-5%	i	-0.2%
Cc1ccc(S(=O)(=O)NCC2CCC(C(=O)NCCCOC(C)C)CC2)cc1 (stereo not drawn)	/	/	-5%	/	13%	-3%	-2%	/	-0.7%
CCOC(=O)C1CCCN(S(=O)(=O)c2cnc(Cl)c(Br)c2)C1 (stereo not drawn)	-11%	/	-4%	-15%	13%	-36%	2%	i	?
O=c1c2[nH]cnc2n(-c2ccccc2)c(=O)n1Cc1ccccc1	2%	-13%	0%	12%	-3%	-4%	0%	i	0.2%
O=C(NC1CC1)c1ccc(F)cc1Cl	-5%	8%	0%	8%	-3%	2%	1%	i	-0.3%
COc1ccc(NC(=O)CSCC(=O)Oc2c(OC)cccc2OC)cc1	7%	-2%	7%	5%	0%	4%	8%	i	-0.5%
CCc1ccccc1OCCSc1nc(-c2cccs2)nc2cc(=O)[nH]n12	/	-6%	6%	16%	/	-3%	11%	i	5.4%
COc1cccc(CNc2ccc3c(c2)ncn3C(C)C)c1OC	-5%	49%[activator]	-17%	?	12%	-16%	0%	i	0.3%
CCCCCc1ccc(-c2cn(Cc3ccc(C(=O)c4ccccc4)cc3)nn2)cc1	9%	-9%	?	20%	?	6%&-4%	-2%	i	-1.8%
CCO[C@H]1OC(C(=O)Nc2ccccc2)=C[C@@H](c2ccc(Br)cc2)[C@@H]1CCCO	?	-28%	?	23%	?	-4%	4%	?	-3.1%
CSc1ccccc1NC(=O)CSc1nncs1	8%	/	-3%	2%	11%	4%	-2%	i	-1.0%
COc1ccc(COn2c(=O)c(C)[n+]([O-])c3ccccc32)cc1OC	6%	-1%	15%	-6%	?	-15%	-1%	i	4.6%
COc1ccc(CCN(C)C(=O)c2cccc(S(=O)(=O)NCc3ccccc3)c2)cc1OC	5%	1%	2%	?	9%	-19%	-6%	?	2.4%
CCN(CC)c1ccc(/C=C/c2ccc3ccc(OC)cc3[n+]2CC)cc1	-7%	/	6.3µM*	4.6µM*	1%	-10%	?	/	-2.6%
O=C(N/N=C/c1c[nH]c2ccccc12)c1cc2ccccc2o1	-10%	/	0%	-9%	?	-30%	-25%	i	6.4%
COc1ccccc1-c1noc2c1C(=O)N(Cc1cn(-c3ccc(Cl)cc3)nn1)CC2	3%	?	-46%	/	/	-21%	/	?	-0.4%
O=C1NN=C(c2ccccc2)C1Cc1ccccc1 (stereo not drawn)	2%	1%	-21%	2%	-1%	-6%	2%	i	0.5%
CC(NC(=S)Nc1ccc(F)cc1)c1ccccc1 (stereo not drawn)	2%	-13%	3%	?	-3%	-2%	2%	i	-0.4%
CC(C)Nc1nc(NC(N)=S)nc(NC(C)(C)C)n1	-9%	-6%	-7%	-15%	?	-3%	5%	i	2.1%
O=C1CN(Cc2ccccc2)C(=NCc2ccco2)S1	-2%	2%	0%	15%	9%	-10%	-8%	i	20%
O=C(Nc1ccccc1)N(CCCN1CCOCC1)Cc1cc2cc3c(cc2[nH]c1=O)OCCO3	2%	-5%	6%	-4%	7%	-25%	-6%	i	2.2%
COc1ccc(-c2nnc(SCC(=O)N3CCCC3)o2)c(OC)c1	-4%	29%	-7%	?	7%	-3%	-9%	i	3.1%
CC(NC(=O)CSc1n[nH]c(-c2ccccc2Cl)n1)c1nc2ccccc2n1C (stereo not drawn)	/	/	-29%	/	/	-20%	15%	/	4.6%
Cc1ccc(S(=O)(=O)N[C@@H](C)C(=O)N2CCC(C(=O)N3CCC[C@H]3C(=O)O)CC2)cc1	1%	-3%	5%	-11%	21%	4%	8%	i	5.9%
CC(/C=N/NC(=O)c1cc(-c2ccc(Cl)cc2)nc2ccccc12)=C\c1ccco1	-11%	1%	?	-6%	0.65µM*	8%	?	?	2.7%
CCN(C(=O)COC(=O)CSc1ccc([N+](=O)[O-])cc1)C1CCS(=O)(=O)C1 (stereo not drawn)	7%	-6%	1%	-1%	12%	-25%	2%	i	3.2%
CCCN(C(=O)Cn1ncc2c(=O)oc3ccccc3c21)c1cccc(C)c1	1%	0%&-6%	-22%&0%	2%&-13%	4%	-44%&-29%	7%&0%	i	-0.1%&2.5%
Cc1ccc(-c2noc(CCC(=O)Nc3cc(C)ccn3)n2)cc1	-2%	-6%	-32%	/	0%	-17%	-8%	i	-0.1%
CCOC(=O)Nc1nc(C)c(C(=O)c2ccc(Cl)cc2)s1	-2%	0%	3%	-14%	?	-24%	-18%	i	-0.7%
O=C1CCc2ccc(NS(=O)(=O)c3ccc(F)cc3)cc2N1	-4%	26%	-2%	-6%	13%	1%	-5%	i	14%
CCC1(C)CC2(CCCN(CCC(O)(c3ccccc3)c3ccccc3)C2)CCO1 (stereo not drawn)	-4%	-25%	-8%	4%	0%	-14%	-6%	i	-0.4%
Cc1ccc(C(=O)N/C(=C/c2ccc(-c3ccc([N+](=O)[O-])cc3)o2)C(=O)NCCCN(C)C)cc1	-11%	?	?	-7%	?	-183%	2%	/	17%
O=C(Nc1ccc(S(=O)(=O)Nc2nccs2)cc1)C1CCCCC1	-3%	13%	-1%	/	1%	-27%	0%	i	-0.3%
O=C(NCc1ccccn1)C1CC(=O)N(C2CCCC2)C1 (stereo not drawn)	12%	3%	17%	-4%	14%	11%	-4%	i	0.0%
CNc1nc(N2CCc3ccccc32)ncc1F	-6%	104%[activator]	-2%	?	-2%	-17%	7%	i	3.8%
CC(NC(=O)Cn1nc(-c2ccccc2)ccc1=O)c1ccccc1 (stereo not drawn)	4%	/	-27%	?	0%	-10%	0%	i	0.0%
COc1ccc(OCc2nc(C#N)c(NCCCn3ccnc3)o2)cc1	12%	-12%	3%	0%	-5%	-1%	2%	i	0.3%
COc1ccccc1N1CCN(C(=O)CN(C)S(=O)(=O)c2cc(C)ccc2OC)CC1	-3%	1%	5%	?	-8%	-2%	4%	i	0.2%[9.22 µM]
COC(=O)c1ccccc1NC(=O)CSc1nnc(-c2cccnc2)n1N	1%	-16%	10%	-4%	1%	-2%	2%	i	-0.5%
CCc1ccc(NC(=O)c2c(C(=O)Nc3ccccc3)sc3nc(C)cc(=O)n23)cc1	3%	-4%	?	?	18µM*	-5%&-65%	-14%&0%	?	3.6%&0.5%
CCn1c(Cc2ccccc2)nnc1SCC(=O)Nc1ccc2c(c1)OCO2	-11%[57.1 µM]	-4%	-2%	6%	-4%	-17%	-11%	i	2.5%
Cc1cnc(C(=O)OCC(=O)c2csc(N3CCCCC3)n2)cn1	1%	25%	19%	?	12%	-39%	17%	i	-0.4%
COc1ccc(-c2nc(CSCC(=O)NC3CC3)c(C)o2)cc1OC	-3%	0%	-9%	-8%	0%	-36%	7%	i	-0.1%
CCCNC(=O)c1cccc(COc2ccccc2OC)c1	-1%[57.1 µM]	/	23%	?	5%	5%	15%	?	-1.8%
S=C(NC1CCCC1)NC1CC1	-11%	-6%	-15%	-12%	4%	-5%	1%	i	0.2%
CCOC(=O)c1c(C)[nH]c(C)c1S(=O)(=O)N1CCC(C(=O)Nc2ccc(C)c(N(C)C)c2)CC1	/	0%	-22%	6%	/	-4%	3%	i	2.8%
O=C(COC(=O)[C@@H]1CCCN1C(=O)c1cccs1)Nc1ccc(F)cc1[N+](=O)[O-]	7%	8%	-3%	2%	-1%	1%	4%	i	-0.5%

Among those listed so far, these contain a halogen.
SMILES	EPAC2 antag	ATXN2 expr inh	TGFb inhibitor	Nrf2 inh	MCF10A rereplic	HepG2 tox	A549 viability	S2 tox	Nrf2 activator
CCOC(=O)C1CCCN(S(=O)(=O)c2cnc(Cl)c(Br)c2)C1 (stereo not drawn)	-11%	/	-4%	-15%	13%	-36%	2%	i	?
O=C(NC1CC1)c1ccc(F)cc1Cl	-5%	8%	0%	8%	-3%	2%	1%	i	-0.3%
CCO[C@H]1OC(C(=O)Nc2ccccc2)=C[C@@H](c2ccc(Br)cc2)[C@@H]1CCCO	?	-28%	?	23%	?	-4%	4%	?	-3.1%
COc1ccccc1-c1noc2c1C(=O)N(Cc1cn(-c3ccc(Cl)cc3)nn1)CC2	3%	?	-46%	/	/	-21%	/	?	-0.4%
CC(NC(=S)Nc1ccc(F)cc1)c1ccccc1 (stereo not drawn)	2%	-13%	3%	?	-3%	-2%	2%	i	-0.4%
CC(NC(=O)CSc1n[nH]c(-c2ccccc2Cl)n1)c1nc2ccccc2n1C (stereo not drawn)	/	/	-29%	/	/	-20%	15%	/	4.6%
CC(/C=N/NC(=O)c1cc(-c2ccc(Cl)cc2)nc2ccccc12)=C\c1ccco1	-11%	1%	?	-6%	0.65µM*	8%	?	?	2.7%
CCOC(=O)Nc1nc(C)c(C(=O)c2ccc(Cl)cc2)s1	-2%	0%	3%	-14%	?	-24%	-18%	i	-0.7%
O=C1CCc2ccc(NS(=O)(=O)c3ccc(F)cc3)cc2N1	-4%	26%	-2%	-6%	13%	1%	-5%	i	14%
CNc1nc(N2CCc3ccccc32)ncc1F	-6%	104%[activator]	-2%	?	-2%	-17%	7%	i	3.8%
O=C(COC(=O)[C@@H]1CCCN1C(=O)c1cccs1)Nc1ccc(F)cc1[N+](=O)[O-]	7%	8%	-3%	2%	-1%	1%	4%	i	-0.5%

Assay outcomes (PubChem)

These rows are one share of the data. The share of hits here may be higher or lower than overall.
